High-throughput results: PubChem, several laboratories
CRFBP-R2 block: antagonists of CRF-binding protein/CRF-R2 receptor complex. inhibition, % at 11.8 µM. actives 0.59% (n = 350,000). HEK293 CRF-R2/CRF-BP, CRF-induced calcium fluorescence;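 active = inhibition of the ligand-induced calcium signal above about 50% at the single tested concentration, limit read from the data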
CHO-K1 Ca PAM: counter-screen for M1 PAMs: effect in parental CHO-K1 cells; ATP EC20, Fluo-8 calcium fluorescence; 0% at ATP EC20, 100% at ATP max; activation, % at 3 µM; actives 0.02% (n = 360,000); AID 602247;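 active = activation above the run cutoff, the mean activation of all test compounds plus 3 SD, cut at about 40% in these data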;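 note: peak over basal fluorescence ratio in a 140 s read after ATP addition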
TAAR1 antag: antagonists of human TAAR1; Q96RJ0; CHO RD-HGA16 TAAR1, Fluo-8 calcium fluorescence, antagonist; inhibition, % at 3 µM; actives 1.5% (n = 360,000);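 active = inhibition above a per-plate cutoff, the mean inhibition of test compounds on that plate plus 3 SD, cut at about 49% in these data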;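 note: 0% = DMSO plus EC80 beta-PEA response and 100% = DMSO alone without agonist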
Target sequence (Q96RJ0 whole entry, looked up): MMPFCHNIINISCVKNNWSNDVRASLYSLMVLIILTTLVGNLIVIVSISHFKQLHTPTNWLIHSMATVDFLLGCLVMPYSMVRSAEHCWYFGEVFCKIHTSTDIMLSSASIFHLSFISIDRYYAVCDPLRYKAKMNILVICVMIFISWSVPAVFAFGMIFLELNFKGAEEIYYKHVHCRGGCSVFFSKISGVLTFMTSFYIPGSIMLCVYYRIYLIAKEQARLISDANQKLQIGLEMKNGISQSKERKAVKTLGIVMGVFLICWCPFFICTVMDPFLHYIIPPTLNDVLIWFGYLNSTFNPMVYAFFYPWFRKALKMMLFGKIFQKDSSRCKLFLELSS
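test system = CHO RD-HGA16 cells bearing hTAAR1 | replication = singlicate | controls = DMSO-only wells and EC80 β-PEA-stimulated wells | reagent = EC80 β-phenethylamine stimulus | read-out basis = percent inhibition of PEA-evoked calcium signal, max/basal emission ratio | schedule = seeding 17-24 h prior, 75-min 37 °C, 30-min RT dye loading | signal = kinetic Fluo-8 calcium fluorescence measurement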
M5 PAM: positive allosteric modulators of human muscarinic M5 receptor | P08912 | CHO-K1 hM5, Fluo-8 calcium, ACh EC20 PAM; 0% = ACh EC20, 100% = ACh EC100 | activation, % at 3 µM | actives 0.3% (n = 360,000) | AID 624038;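 active = activation above the run cutoff, the mean activation of all test compounds plus 3 SD, cut at about 18% in these data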
Target sequence (P08912 whole entry, looked up): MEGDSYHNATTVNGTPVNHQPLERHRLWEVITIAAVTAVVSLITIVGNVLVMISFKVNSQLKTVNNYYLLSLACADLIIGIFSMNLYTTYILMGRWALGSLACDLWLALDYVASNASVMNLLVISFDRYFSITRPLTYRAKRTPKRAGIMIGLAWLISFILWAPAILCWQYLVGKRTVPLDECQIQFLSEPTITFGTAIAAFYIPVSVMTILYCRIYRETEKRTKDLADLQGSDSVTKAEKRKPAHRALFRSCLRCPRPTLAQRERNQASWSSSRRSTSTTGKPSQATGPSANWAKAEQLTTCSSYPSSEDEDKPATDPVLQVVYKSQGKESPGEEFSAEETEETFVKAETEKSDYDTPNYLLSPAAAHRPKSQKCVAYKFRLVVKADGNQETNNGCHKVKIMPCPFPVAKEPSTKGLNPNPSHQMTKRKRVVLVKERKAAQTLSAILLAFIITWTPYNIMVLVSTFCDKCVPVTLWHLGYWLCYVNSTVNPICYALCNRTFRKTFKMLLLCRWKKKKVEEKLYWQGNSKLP
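system = human M5 receptor in CHO-K1 cells | compound = one concentration, 3 µM final (nominal) | schedule = Post-acetylcholine fluorescence recording 140 s | signal = Fluo-8 calcium dye fluorescence, kinetic read | benchmarks = low control EC20 acetylcholine (0%), high control EC100 acetylcholine (100%) | repeats = singlicate, one well per test compound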
M5 ag: agonists of human muscarinic M5 receptor (CHRM5) | P08912 | CHO-K1 hM5 cells, Fluo-8 calcium fluorescence; 0% DMSO wells, 100% maximal acetylcholine response | activation, % at 3 µM | actives 0.19% (n = 360,000);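 active = activation above the run's mean over test compounds plus 3 SD, cut at about 23% in these data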;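 note: signal is peak over basal fluorescence ratio across the kinetic read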
TAAR1 ag: agonists of human TAAR1; activation, % at 3 µM; actives 0.99% (n = 360,000); CHO RD-HGA16 TAAR1, Fluo-8 calcium fluorescence; vehicle wells 0%, saturating PEA agonist 100%;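 active = activation above the mean activation of all test compounds in the run plus 3 SD, cut at about 38% in these data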
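Repeats: no replicates (n 1) | Material: CHO-derived RD-HGA16 cells with stable Gα16 and human TAAR1 | Technique: Kinetic Fluo-8 calcium fluorescence | Schedule: 17-24 h seeding, 75 min 37 °C dye, 30 min RT | Evaluation: % activation from peak over basal fluorescence ratio, DMSO-to-PEA scaled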
M5 antag: antagonists of human muscarinic M5 receptor (CHRM5). inhibition, % at 3 µM. AID 624040. CHO-hM5 cells, Fluo-8 calcium fluorescence, ACh EC80. P08912. actives 0.59% (n = 360,000);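 active = inhibition above a per-plate cutoff, the mean of that plate's test compounds plus 3 SD, cut at about 27% in these data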;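 note: 0% = acetylcholine EC80 with DMSO and 100% = DMSO without agonist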
CRFBP-R2 agonist: agonists of human CRF-binding protein/CRF-R2 receptor complex; activation, % at 13.2 µM; AID 588473; HEK293 CRF-R2/CRF-BP, calcium dye fluorescence (FLIPR); percent of saturating CRF peptide response; actives 0.46% (n = 350,000);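 active = activation of at least 50%, plus an integration ratio under a set limit after plate pattern correction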;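 note: plate controls were neutral control wells without compound for no effect and CRF at EC100 for full effect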
CHRM4 PAM: potentiates acetylcholine response at human M4 receptor | CHO-K1 hM4/Gqi5, Fluo-8 calcium fluorescence, ACh EC20; 0% = ACh EC20, 100% = maximal ACh | activation, % at 3 µM | actives 0.4% (n = 360,000) | AID 624126;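 active = activation above its plate's cutoff, the mean activation of sample wells plus 3 SD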; note: some results filed as inactive read as strong as hits
An asterisk follows results filed as active; · = no result given.

SMILES	CRFBP-R2 block	CHO-K1 Ca PAM	CRFBP-R2 agonist	M5 antag	TAAR1 ag	TAAR1 antag	M5 PAM	CHRM4 PAM	M5 ag
COc1cccc(-c2cn(-c3cccc(C(F)(F)F)c3)c(=S)[nH]2)c1	-12	-1	-1.6	6	-2	11	-9	-10	-4
CC1(OC(=O)C2CCCC2)C(=O)C=C2C=C(c3ccsc3)N(Cc3ccccc3)C=C2C1=O (stereo not given)	0	15	0.7	14	4	0	-19	-6	-6
Cc1cccc(NC(=O)N2CCC(NC(=O)c3ccccc3C)CC2)c1	-10	4	0.4	-1	5	-6	-6	-2	-1
CCOc1ccc(C(=O)Nc2cccc([N+](=O)[O-])c2)cc1Br	-17	-2	-2.3	5	6	9	-7	-3	-2
CCOC(=O)N=S(=O)(Oc1ccc([N+](=O)[O-])cc1)c1ccccc1 (stereo not given)	6	3	2.5	-2	2	1	-2	6	-6
Cc1ccnc(N2CCC(C(=O)Nc3ccc4c(c3)OCO4)CC2)n1	12	14	-1.1	-4	0	-12	7	-3	-1
CCn1nc(C)c(CCC(=O)O)c1C	8	-8	3.4	12	1	-17	8	13	2
COc1ccc(Nc2nc(N3CCCC3)nc(N3CCCC3)n2)c(OC)c1	-14	15	0.1	5	12	1	-7	11	4
Cc1c(C#N)c(NC(=O)CCl)n(Cc2ccccc2)c1C	-4	-20	0.3	4	1	-10	-5	-6	0
COc1ccc(CCNC(=O)CCCN2C(=O)C(c3ccccc3)Oc3cccnc32)cc1OC (stereo not given)	4	10	-0.9	-6	2	13	-2	-2	1
COC(=O)C1=C(N)OC2=C(C(=O)CC(C)(C)C2)C1c1ccccc1OCC#N (stereo not given)	-15	26	3.2	-4	8	-16	3	-1	-3
COc1ccc(-c2cc(-c3ccc(F)cc3)nc(N3CCN(C)CC3)n2)cc1	-4	17	-0.3	0	5	-14	-1	24	-1
COc1ccc(CC(=O)NCCN2CCOCC2)cc1	3	-12	0.4	-1	2	-14	3	0	-1
Cc1ccc(-n2nc3c(=O)n(CCCC(=O)NCc4ccc(Cl)cc4)nc(C)c3c2C)cc1	-5	14	-0.4	7	7	-3	-7	-3	-6
Cc1cccc(CSc2nnc(NC(=O)CSc3nnc(C)s3)s2)c1	-6	13	1.0	-3	4	-1	0	-1	4
C=CCn1c(SCC(=O)NCc2ccc3c(c2)OCO3)nc2scc(-c3ccc(F)cc3)c2c1=O	1	12	0.1	-7	13	7	2	12	3
COc1ccc(-c2nnn(CC(=O)N(C3CCCCC3)C(C)C(=O)NC3CCCC3)n2)cc1OC (stereo not given)	-3	-4	-0.2	3	4	14	1	-2	-4
OC(CNCc1ccccc1Cl)C(F)(F)F (stereo not given)	9	29	-0.4	6	2	-11	5	13	-3
CC1(C)CC(=O)C2=C(C1)OC(N)=C(C#N)C2c1ccccc1 (stereo not given)	-5	14	0.2	-3	10	2	4	-3	1
C=CCc1cccc(CNc2nc3ccccc3n2CCN2CCOCC2)c1O	-13	21	3.8	7	11	20	1	-9	1
Cc1ccc2[nH]c(=O)c(CN(Cc3ccc4c(c3)OCO4)Cc3nnnn3Cc3ccco3)cc2c1	-20	11	-0.7	-16	11	34	-5	14	-3
NC(=O)Cn1cc(/C=N/NC(=O)c2ccc(Cn3cc(Cl)cn3)o2)c(-c2ccccc2)n1	34	-19	0.2	2	1	-1	-5	-5	-2
CCN1C(=NCCc2cccs2)N[C@@H](c2cccs2)C(C(=O)OC)=C1C	-6	13	0.3	15	·	·	-17	-12	-12
CC(=O)c1ccc(S(=O)(=O)N2CCC(C(=O)Nc3ncc(C)s3)CC2)cc1	4	-6	-0.7	16	1	15	-5	-1	2

Overlap with the part before: two entries, followed by the next part.
SMILES	CRFBP-R2 block	CHO-K1 Ca PAM	CRFBP-R2 agonist	M5 antag	TAAR1 ag	TAAR1 antag	M5 PAM	CHRM4 PAM	M5 ag
CCN1C(=NCCc2cccs2)N[C@@H](c2cccs2)C(C(=O)OC)=C1C	-6	13	0.3	15	·	·	-17	-12	-12
CC(=O)c1ccc(S(=O)(=O)N2CCC(C(=O)Nc3ncc(C)s3)CC2)cc1	4	-6	-0.7	16	1	15	-5	-1	2
CCOP(=O)(OCC)/C(C#N)=C(\O)c1ccc(OC)cc1	0	6	-0.9	-1	0	-16	5	11	-1
COc1cc(N)c(Cl)cc1C(=O)OCC(=O)NC1CCCC1	-16	8	-0.1	13	-1	-10	-2	5	-2
Cc1[nH]c(=O)n(C(C)C)c(=O)c1Br	11	-5	-0.8	5	1	-18	-3	18	-1
CCNC(=O)COC(=O)Cc1ccc(Cl)cc1Cl	4	24	0.1	-13	3	-10	3	3	-5
COc1ccc(-c2cc(C(=O)NCCCN3CCCC3=O)c3ccccc3n2)cc1OC	10	4	-0.6	4	13	7	-7	-11	4
CCOC1=C2[C@@H](CN(S(=O)(=O)c3ccc(C)cc3)[C@H]2c2ccccc2F)[C@H]2C(=O)NC(=O)[C@H]2C1	·	14	·	-1	0	13	0	-6	-1
CC(=O)Nc1ccc(N(C(=O)CNC(=O)c2ccco2)C(C(=O)NCC2CCCO2)c2ccccc2)cc1 (stereo not given)	3	0	0.9	-1	7	4	3	-6	0
CC(=O)Nc1ccc(NC(=O)Cn2cnc3c(cnn3C(C)(C)C)c2=O)cc1	-1	·	3.7	·	2	-21	·	·	·
Cc1ccc(/C=N/NC(=O)Cc2cccn2C)cc1	0	5	0.0	7	1	-4	-1	-10	-1
CCOc1cc(N2CCOCC2)c(OCC)cc1NS(=O)(=O)c1ccc2c(c1)CC(=O)N2	-13	1	0.4	3	1	-15	0	-2	0
CCS(=O)(=O)c1ccc(S(=O)(=O)CC)s1	5	-2	-1.3	5	3	10	-3	6	-1
O=C(Cc1ccc(S(=O)(=O)N2CCCC2)s1)NC1CCCCCC1	2	11	-1.5	3	9	-12	-2	3	-1
CN1CCN(S(=O)(=O)CC2(C)C3CCC2(C)C(=O)C3Br)CC1 (stereo not given)	-15	0	0.7	3	1	-10	7	2	2
CCN(CC(=O)Nc1sc2c(c1C#N)CCCC2)Cc1nc2ccccc2c(=O)[nH]1	2	6	-6.1	4	5	28	0	8	0
CN1OC[C@@H]2CN(C(=S)NCCc3ccccc3)[C@H](c3ccc(-n4ccnc4)cc3)C[C@@H]21	·	14	·	-9	47*	-8	5	-3	2
NNc1nc2c(-c3ccc(Cl)cc3)nnn2c2ccccc12	-10	-24	1.6	3	3	-16	6	17	2
CNC(=O)C1CC(=O)N(Cc2ccc3c(c2)OCO3)C(=Nc2ccc(OC)cc2)S1 (stereo not given)	5	8	5.0	-5	10	-18	2	-4	2
O=C1NC(c2ccc3ccccc3c2)Nc2ccccc21 (stereo not given)	-5	22	13	-2	5	-2	-1	-3	3
COc1cccc(NC(C)C(=O)Nc2cc([N+](=O)[O-])ccc2Cl)c1 (stereo not given)	-14	17	-0.4	0	1	-3	6	9	0
CC(O)CNc1nc2ccccc2n1CC(=O)N1CCN(Cc2ccccc2)CC1 (stereo not given)	7	17	-2.4	-5	4	-21	0	5	0
Cc1ccc2nc(NC(=O)c3ccccn3)sc2c1	11	11	0.2	-1	4	18	-2	-1	10
Cc1ccc(S(=O)(=O)N2CCN(CC(=O)N/N=C/C=C/c3ccccc3)CC2)cc1	-18	10	-2.0	3	20	3	-6	-9	0
Cc1[nH]c2ccccc2c1C(=O)C(C)Sc1nnc(C2CC2)o1 (stereo not given)	-13	6	1.7	-1	7	-18	4	-1	7
COc1ccc(CN2CCN(C(=O)CN3C(=O)C4C5C=CC(C5)C4C3=O)CC2)c(OC)c1OC (stereo not given)	-2	-3	1.9	8	11	-11	-14	-6	-3
CN1C(=O)/C(=C\c2cccc(OCc3ccccc3)c2)SC1=S	14	-6	0.5	4	6	-15	-1	-2	-2
O=C1C2CC=CCC2C(=O)N1c1cccc(OS(=O)(=O)c2ccc3ccccc3c2)c1 (stereo not given)	15	24	1.5	8	21	46	-14	-22	4
C[C@H]1CN([C@@H](C)CO)S(=O)(=O)c2ccc(C#CC3(O)CCCC3)cc2O[C@@H]1CN(C)C(=O)Cc1cccnc1	4	-7	-1.3	8	4	-11	-1	-4	-1
O=c1[nH]c(=S)[nH]cc1Oc1ccc(Br)cc1Br	6	11	-2.5	2	2	-12	12	11	0
COc1ccc(C(=O)CCc2ccccc2O)c(OC)c1	7	1	0.0	9	-2	-9	-7	-2	0
O=C(COC(=O)C1COc2ccccc2O1)NC(=O)Nc1ccc2c(c1)OCCO2 (stereo not given)	13	5	-2.1	0	1	11	1	23*	0
CC(C)c1ccc(NC(=O)Nc2nc(C(N)c3ccccc3)cs2)cc1 (stereo not given)	·	20	·	8	45*	10	2	4	4

Compounds shown so far that have a CF3 group (2):
SMILES	CRFBP-R2 block	CHO-K1 Ca PAM	CRFBP-R2 agonist	M5 antag	TAAR1 ag	TAAR1 antag	M5 PAM	CHRM4 PAM	M5 ag
COc1cccc(-c2cn(-c3cccc(C(F)(F)F)c3)c(=S)[nH]2)c1	-12	-1	-1.6	6	-2	11	-9	-10	-4
OC(CNCc1ccccc1Cl)C(F)(F)F (stereo not given)	9	29	-0.4	6	2	-11	5	13	-3
